Apaf-1 inh: human Apaf-1 inhibition; inhibition, % at 20 µM; 330,000 compounds, 0.71% hits; reconstituted apoptosome caspase-3 activity, DEVD-Rh110 fluorescence; active = inhibition of at least 40% at 20 µM;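 note: plate controls were DMSO wells for no effect and DEVD-CHO caspase inhibitor wells for full effect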
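Material: biochemical Apaf-1 apoptosome reconstitution. Medium: Hepes buffer, pH 7.5. Also added: cytochrome c activation, bis-DEVD rhodamine 110 substrate. Timing: 30 min compound preincubation, 50 min activation, room temperature. Measured by: rhodamine 110 fluorescence at Ex 480/Em 540 nm.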
A3G deaminase: blocks human APOBEC3G single-stranded DNA deamination; Q9HC16; recombinant A3G, ssDNA deamination FAM/TAMRA fluorescence; inhibition, % at 20 µM; 330,000 compounds, 0.28% hits;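 active = inhibition of at least 40% at 20 µM, with no more than 30% in the related APOBEC3A deaminase screen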;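 note: plate controls were DMSO wells with A3G for no effect and wells lacking A3G enzyme for full effect; some compounds called inactive have numbers as strong as hits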
Target sequence (Q9HC16 whole entry, looked up): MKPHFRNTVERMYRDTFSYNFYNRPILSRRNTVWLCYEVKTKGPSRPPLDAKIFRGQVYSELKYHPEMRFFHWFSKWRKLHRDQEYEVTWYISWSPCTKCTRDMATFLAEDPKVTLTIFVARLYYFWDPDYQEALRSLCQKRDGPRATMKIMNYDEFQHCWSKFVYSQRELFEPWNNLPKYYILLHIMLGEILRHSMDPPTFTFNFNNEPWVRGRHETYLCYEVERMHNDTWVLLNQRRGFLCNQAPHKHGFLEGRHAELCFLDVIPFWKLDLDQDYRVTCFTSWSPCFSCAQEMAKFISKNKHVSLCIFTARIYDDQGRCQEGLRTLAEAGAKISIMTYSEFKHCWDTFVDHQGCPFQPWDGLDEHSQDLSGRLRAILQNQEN
SENP6 inh: SENP6 protease inhibition. Q9GZR1. Recombinant SENP6 catalytic domain, aminoluciferin luminescence. inhibition, % at 10 µM. 330,000 compounds, 1.8% hits. AID 2599;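 active = inhibition above about 50% at the single tested dose, limit read from the data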;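 note: plate controls were DMSO wells with enzyme for no effect and DMSO wells lacking enzyme for full effect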
SENP7 inh: inhibitors of human SENP7 protease; recombinant SENP7, Z-RLRGG-aminoluciferin luminescence, 40 min; 330,000 compounds, 1.5% hits; Q9BQF6; inhibition, % at 5 µM;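 active = inhibition above about 50% at the single test dose, limit read from the data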;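 note: plate controls were DMSO with enzyme for no effect and no enzyme buffer wells for full effect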
SENP1 FRET inh: SENP1 (human) catalytic domain inhibition; Q9P0U3; recombinant SENP1 catalytic domain, CyPet-SUMO1-YPet FRET cleavage; inhibition, % at 10 µM; 360,000 compounds, 0.21% hits;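 active = inhibition at least 30% at 10 µM, raw YFP signal under a set limit, fluorescence ratio 0.5 to 1.5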;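 note: 0% = enzyme with DMSO and 100% = no enzyme wells; some results filed as inactive read as strong as hits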
Target sequence (Q9P0U3 419-644 limits assumed): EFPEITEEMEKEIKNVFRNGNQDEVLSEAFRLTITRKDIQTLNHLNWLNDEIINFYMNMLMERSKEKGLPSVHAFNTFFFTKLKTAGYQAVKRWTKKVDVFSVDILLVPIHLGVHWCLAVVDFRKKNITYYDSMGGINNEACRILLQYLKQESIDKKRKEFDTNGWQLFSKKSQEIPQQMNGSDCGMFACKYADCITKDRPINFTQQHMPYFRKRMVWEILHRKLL
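System: Recombinant human SENP1 catalytic domain, His6-tagged | Incubation: Enzyme reaction for 50 min at room temperature, dark | Medium: Tris pH 8 with BME, BSA, NP40 and catalase | Also added: 25 nM SUMO1 FRET substrate | Compound: 10 µM single point, 0.5% DMSO | Measured by: FRET fluorescence in CFP and YFP emission channels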
UBC13 polyUb: blocks human UBC13 polyubiquitin chain formation. TR-FRET. inhibition, % at 20 µM. 330,000 compounds, 0.47% hits. AID 485273; in the data active = inhibition above about 45%, passing the limit was not always enough
Target sequence (P61088 whole entry, looked up): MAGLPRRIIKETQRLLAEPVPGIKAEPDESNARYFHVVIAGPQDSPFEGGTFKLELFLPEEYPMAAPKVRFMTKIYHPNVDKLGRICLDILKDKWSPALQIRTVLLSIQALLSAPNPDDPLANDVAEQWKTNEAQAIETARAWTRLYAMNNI
SENP8 block-1: SENP8 protease inhibition; Q96LD8; purified SENP8, Z-RLRGG-aminoluciferin cleavage, luminescence; inhibition, % at 10 µM; 330,000 compounds, 1.2% hits; AID 2540; in the data active = inhibition above about 50%
Target sequence (Q96LD8 whole entry, looked up): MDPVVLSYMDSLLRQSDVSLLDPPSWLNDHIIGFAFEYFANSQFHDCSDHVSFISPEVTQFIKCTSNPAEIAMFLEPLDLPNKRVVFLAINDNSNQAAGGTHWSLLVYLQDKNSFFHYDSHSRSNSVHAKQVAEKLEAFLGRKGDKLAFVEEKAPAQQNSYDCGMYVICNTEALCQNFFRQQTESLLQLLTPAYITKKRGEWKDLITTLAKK
SENP8 block-2: inhibitors of human SENP8 protease; 360,000 compounds, 0.64% hits; inhibition, % at 20 µM; recombinant SENP8, Nedd8 substrate fluorescence; AID 602440; Q96LD8; in the data active = inhibition mostly above about 40%, no sharp cut-off; inactive = mostly below about 27%
* hit, by the source's call; i = inactive; . = no result given.

SMILES	Apaf-1 inh	A3G deaminase	SENP6 inh	SENP7 inh	SENP1 FRET inh	UBC13 polyUb	SENP8 block-1	SENP8 block-2
O=C1CC(c2ccccc2Br)c2cc3c(cc2N1)CCC3 (configuration not stated)	23	-2	-11	-10	.	-9	-1	.
O=C(COC(=O)c1ccc(CNS(=O)(=O)c2ccc(F)c(Cl)c2)cc1)NCC1CCCCC1	8	-6	-15	-6	2	10	0	26
COc1ccccc1N1CCN(C(=O)c2ccc(Br)o2)CC1	7	-3	-11	5	2	3	4	8
Cc1ccccc1S(=O)(=O)Cc1ccc(C(=O)NCCCN2CCCC(C)C2)o1 (configuration not stated)	10	-2	4	0	-2	-3	3	9
CCOC(=O)c1c[nH]c2c(C(F)(F)F)cccc2c1=O	1	-5	-10	-9	1	-4	1	-35
CC(CC(=O)Nc1nncs1)c1ccccc1 (configuration not stated)	-1	2	-3	8	1	-2	-2	10
CCCCN(C(=O)CSc1nnc(Nc2ccccc2)s1)c1c(N)n(CCC)c(=O)[nH]c1=O	5	-2	-10	-3	-2	-5	4	7
CCOc1ccc(NC(=S)N(CCN2CCOCC2)Cc2cc3cc4c(cc3[nH]c2=O)OCO4)cc1	5	1	1	1	3	-6	-4	-335
NCCNC(=O)Cc1ccc(NC(=O)Cc2ccc(Nc3ncnc4c3ncn4[C@@H]3O[C@H](CO)[C@@H](O)[C@H]3O)cc2)cc1	-10	-3	9	0	-4	0	8	-9
COc1cc(C2C3=C(CC(C)(C)CC3=O)OC3=C2C(=O)CC(C)(C)C3)cc([N+](=O)[O-])c1O	4	-1	-43	-7	2	-32	-11	7
COc1ccc(-c2ccc(SCC(=O)c3ccc(F)cc3)nn2)cc1OC	4	-6	-27	-5	-7	16	3	-18
COc1cc(NC(=O)CSc2nc3c(c(=O)[nH]2)CCCC3)cc(OC)c1OC	-1	-7	2	7	1	-1	-5	29
COc1ccc(C)cc1NC(=O)CN1CCN(c2ccc(F)cc2)CC1	19	3	16	4	-1	3	-1	19
Fc1ccc(-c2csc(Nc3ccccn3)n2)cc1	29	3	87*	90*	-2	-5	83*	8
O=C(CN1CCCC1)Nc1ccc(NC(=O)Nc2ccccc2Cl)cc1	5	5	1	-2	3	-3	-7	20
CN(Cc1ccc(C(C)(C)C)cc1)C(=O)c1ccc2c(=O)n3c(nc2c1)CCC3	19	-11	-7	-4	-1	3	1	-108
O=C(Cc1ccccc1)n1nc(-c2ccco2)nc1SCc1ccccc1	0	-3	6	12	-2	20	2	27
Cc1ccccc1-n1c(SCC(=O)NC(N)=O)nc2sc(-c3ccccc3)cc2c1=O	14	-10	-10	4	-6	9	-3	-211
O=c1oc2cc(Br)ccc2n1CSC1=NCCS1	-13	-10	-10	-4	3	3	-4	23
COc1ccc(/C=C/C(=O)N2CCN(c3ccccn3)CC2)cc1OC	-12	-2	-4	-3	0	4	-9	-10
Cn1c(Cc2ccccc2)nnc1SCC(=O)N1CCN(c2ccccc2)CC1	3	-2	-5	2	1	-3	4	1
CSCCC(=O)N1CCCC(CNC(=O)c2ccc(-c3ccccc3)cc2)C1 (configuration not stated)	5	2	-11	-16	0	-25	-9	17
O=C(NC(=S)NC1CC1)c1cccnc1	-1	-3	1	-4	1	11	-2	10
O=C(Nc1ccc2oc(-c3ccncc3)nc2c1)c1ccc(Br)o1	-2	-8	21	9	-6	8	7	-291
COc1ccc(S(=O)(=O)n2nc(-c3ccc(Cl)cc3)cc2N)cc1OC	7	-7	2	-4	3	9	-3	1

Complete entries, quoted from the list. Order of screens: Apaf-1 inh | A3G deaminase | SENP6 inh | SENP7 inh | SENP1 FRET inh | UBC13 polyUb | SENP8 block-1 | SENP8 block-2
`CCOc1ccc(NC(=S)N(CCN2CCOCC2)Cc2cc3cc4c(cc3[nH]c2=O)OCO4)cc1` in the list: 5 | 1 | 1 | 1 | 3 | -6 | -4 | -335
`O=C(NC(=S)NC1CC1)c1cccnc1` in the list: -1 | -3 | 1 | -4 | 1 | 11 | -2 | 10

More entries
SMILES	Apaf-1 inh	A3G deaminase	SENP6 inh	SENP7 inh	SENP1 FRET inh	UBC13 polyUb	SENP8 block-1	SENP8 block-2
CN(C)S(=O)(=O)c1ccc(NCC2COc3ccccc3O2)c([N+](=O)[O-])c1 (configuration not stated)	19	1	-4	6	1	7	7	17
Cc1ccc(C2=NS(=O)(=O)N(C)C(C(=O)NCc3cccs3)=C2)cc1	6	0	7	-7	3	8	1	-42
CN(C)Cc1c(O)ccc2c(=O)c(-c3ccccc3Cl)coc12	-18	-6	1	1	-2	12	-5	-308
CN(CC(=O)NCCc1ccccc1)S(=O)(=O)c1cnc[nH]1	-8	-7	-4	0	0	5	-1	13
Cc1ccc(N=C2C(=O)Nc3c(C)cccc32)cc1	2	-4	-6	6	0	-13	-8	13
Cc1nc2ccc(Br)cn2c1C(=O)N/N=C\c1ccc(C(C)C)cc1	-4	-5	-9	-9	1	4	-4	-3
COc1ccccc1CNC(=O)/C=C/c1cc2c(cc1Br)OCO2	12	12	-19	-7	3	-9	-17	-193
CN1CCN(c2nc3cc(C(F)(F)F)ccc3n3cccc23)CC1	32	-6	-16	7	-2	8	-8	-145
Cc1ccc(CN2CCN(Cc3ccc(OCCO)cc3)CC2CCO)o1 (configuration not stated)	8	-7	-37	-8	0	-2	-10	16
CC1(C)CC2(CCCN(CC(O)(c3ccccc3)c3ccccc3)C2)CCO1 (configuration not stated)	-9	-5	12	6	-1	15	1	18
CCOC(=O)N1CCC(C(N)=O)CC1	2	-6	-5	0	2	9	-4	14
COc1ccccc1CNC(=O)CCS(=O)(=O)c1cccc2nonc12	-2	-1	-11	-3	2	-6	-6	4
CC(C)=CCC/C(C)=C/CNC(=O)C[C@H]1C[C@H](C(=O)N2CCCCC2)[C@@]2(CCc3ccccc3)c3[nH]c4ccc(Cl)cc4c3CCN2C1=O	11	1	.	0	-3	.	.	11
Cc1ccc(S(=O)(=O)N2CCN(C(=O)COC(=O)CSc3cc(C)ccc3C)CC2)c(C)c1	18	-6	-1	-11	3	-4	-11	7
O=C(COc1ccccc1)Nc1nc(-c2ccc(S(=O)(=O)N3CCOCC3)cc2)cs1	14	-6	-12	-6	-1	-15	-5	-206
Cc1cc(C)c(C#N)c(SCC(=O)Nc2nnc(-c3ccccc3)s2)n1	14	2	-6	5	-32	25	5	i
CC(Cc1n[nH]c(=S)n1N)c1ccccc1 (configuration not stated)	-2	31	-3	-2	0	0	1	19
COc1ccc(CCNC(=O)CN(C)S(=O)(=O)c2ccc(OC)cc2)cc1	-3	-4	-12	-7	3	-2	-12	6
Cc1nnc(NCc2ccco2)c2ccccc12	10	1	3	7	-1	1	-2	-18
CC(C)(C)c1csc(SCC(=O)Nc2ccc(Cl)cn2)n1	13	-3	-21	7	4	-5	-6	17
CCC(=O)Nc1cccc(C2=NOC3(C2)C[C@H](C(N)=O)N(C(=O)CC#N)C3)c1 (some centres not stated)	-5	-8	8	-6	-12	0	-1	-12
Cc1c(C(=O)OCC(=O)Nc2ccc3c(c2)OCO3)cccc1[N+](=O)[O-]	15	-8	-12	-7	-2	-13	-8	-1
CCn1nc(C)c(CN2CCC(Oc3ccc(C(=O)N4CCCC4)cc3)CC2)c1C	-5	-10	2	1	1	4	6	14
CC1CCCN(C(=O)c2ccc3c(=O)n(C4CCCC4)c(=S)[nH]c3c2)C1 (configuration not stated)	21	-11	34	3	1	18	0	12
CCOC(=O)Cc1cnc(NC(=O)c2ccccc2)s1	-29	-5	7	3	2	1	-6	8

11 compounds out of the list, sorted by number of heavy atoms, high to low.
SMILES	Apaf-1 inh	A3G deaminase	SENP6 inh	SENP7 inh	SENP1 FRET inh	UBC13 polyUb	SENP8 block-1	SENP8 block-2
CC(C)=CCC/C(C)=C/CNC(=O)C[C@H]1C[C@H](C(=O)N2CCCCC2)[C@@]2(CCc3ccccc3)c3[nH]c4ccc(Cl)cc4c3CCN2C1=O	11	1	.	0	-3	.	.	11
Cc1ccc(S(=O)(=O)N2CCN(C(=O)COC(=O)CSc3cc(C)ccc3C)CC2)c(C)c1	18	-6	-1	-11	3	-4	-11	7
CCC(=O)Nc1cccc(C2=NOC3(C2)C[C@H](C(N)=O)N(C(=O)CC#N)C3)c1 (some centres not stated)	-5	-8	8	-6	-12	0	-1	-12
COc1ccc(CCNC(=O)CN(C)S(=O)(=O)c2ccc(OC)cc2)cc1	-3	-4	-12	-7	3	-2	-12	6
Cc1c(C(=O)OCC(=O)Nc2ccc3c(c2)OCO3)cccc1[N+](=O)[O-]	15	-8	-12	-7	-2	-13	-8	-1
Cc1ccc(C2=NS(=O)(=O)N(C)C(C(=O)NCc3cccs3)=C2)cc1	6	0	7	-7	3	8	1	-42
CN1CCN(c2nc3cc(C(F)(F)F)ccc3n3cccc23)CC1	32	-6	-16	7	-2	8	-8	-145
CCOC(=O)Cc1cnc(NC(=O)c2ccccc2)s1	-29	-5	7	3	2	1	-6	8
Cc1nnc(NCc2ccco2)c2ccccc12	10	1	3	7	-1	1	-2	-18
CC(Cc1n[nH]c(=S)n1N)c1ccccc1 (configuration not stated)	-2	31	-3	-2	0	0	1	19
CCOC(=O)N1CCC(C(N)=O)CC1	2	-6	-5	0	2	9	-4	14

(further entries)
mol | Apaf-1 inh | A3G deaminase | SENP6 inh | SENP7 inh | SENP1 FRET inh | UBC13 polyUb | SENP8 block-1 | SENP8 block-2
CCC(C)NC(=S)Nc1ccc2nc(N3CCN(CC)CC3)cc(C)c2c1 (configuration not stated) | -26 | -4 | -2 | -1 | -6 | -7 | 8 | -327
CN(C)Cc1ccccc1Sc1ccc2c(c1)CCCC2 | 12 | 8 | 6 | 9 | 2 | 14 | -3 | 19
COc1ccc(-c2cc(=O)oc3cc(OCC(=O)NCCN4CCOCC4)ccc23)cc1 | 3 | -5 | -6 | -2 | -1 | 2 | -1 | -26
COc1ccc(OC)c(CN(CCCN2CCOCC2)C(=O)Nc2ccccc2)c1 | -14 | -9 | -4 | 1 | -1 | 4 | 5 | 9
Cc1ccc(CNC(=O)c2ccc(CNS(=O)(=O)c3ccc4c(c3)C(C)(C)C(=O)N4C)cc2)o1 | 1 | -8 | -26 | 1 | -3 | 1 | 5 | 19
Cc1ccc(NC(=O)CSCC(=O)N(C)CCOc2ccc(Cl)cc2)cc1 | 6 | -10 | -3 | -2 | 2 | 5 | 13 | -1
C(=C\c1ccccc1)/C=N/Nc1nc2ccccc2s1 | 33 | -4 | 51* | 32 | -14 | -10 | 44 | -166
COc1ccccc1NC(=O)CN1C(=O)NC(CC(C)C)C1=O (configuration not stated) | 10 | -5 | -11 | -16 | -1 | -6 | -7 | 9
CCCn1c(N)c(C(=O)CSc2nncs2)c(=O)[nH]c1=O | -22 | -8 | -2 | 1 | -1 | 6 | 5 | 6
Cn1c(=O)c2c(nc(CN3CCN(C(=O)c4ccco4)CC3)n2Cc2ccccc2)n(C)c1=O | -2 | -3 | 6 | -3 | -9 | 0 | -4 | -2
COCCN(C(=O)COC(=O)Cc1cccc2ccccc12)c1c(N)n(Cc2ccccc2)c(=O)[nH]c1=O | 5 | -4 | -9 | 10 | -1 | -1 | -6 | -7
CCOc1ccc(NC(=O)C2(c3ccc(OC)c(OC)c3)CCCC2)cc1 | 10 | -1 | -9 | 7 | 1 | 0 | -1 | 20
C(=N\N1CCN(Cc2ccccc2)CC1)/c1cccnc1 | 8 | 2 | -4 | 4 | 1 | 3 | -3 | 19

Compound activity from PubChem BioAssay.
